UTI89 phage lysis: protection from phage-mediated lysis, alamar blue read-out – E. coli UTI89, K1F phage, bacterial capsule biogenesis inhibitors (AID 488966); E. coli UTI89 K1F phage lysis, alamar blue, 2 h; higher % means a stronger effect; inhibition, % at 100 µM; hits with a dose series show IC50 in µM; hit rate 0.02% among 340,000;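 active = phage lysis inhibition, versus mean bacterial control, above a set limit; inconclusive = no clear call, values can overlap the other calls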;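 note: capsule biogenesis inhibitors block K1F phage lysis so surviving cells raise fluorescence; higher fluorescence means more inhibition of phage lysis; actives were called in the ten point dose series up to 300 µM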
M17LAP inhibition: P. falciparum M17LAP inhibitors, primary screen, biochemical, fluorogenic H-Leu-NHMec substrate, 1536-well (AID 1619); recombinant M17LAP, H-Leu-NHMec fluorogenic kinetic assay; higher % means a stronger effect; one-dose inhibition, % at 30 µM; IC50 in µM for titrated hits; hit rate 0.38% among 220,000;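 active = compound inhibiting the enzyme by more than half at any dose during confirmatory dose-response retesting; inconclusive = strong single-dose inhibitors picked by rank but not retested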;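 note: plate controls were full reaction with DMSO carrier for no effect and no enzyme background for full effect; strong numbers were not always called active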
West Nile antiviral: West Nile virus antiviral activity, cell-based, CPE readout (AID 1621). West Nile virus-infected cells, CPE inhibition; higher % means a stronger effect. CPE inhibition, % at 10 µM, or IC50 in µM where a hit was titrated. hit rate 0.02% among 290,000; in the data active = a potency from the dose series; inconclusive = CPE inhibition mostly from about 3.7% at the one dose, without a potency; inactive = the rest, 99 in 100 with CPE inhibition below about 2.2%; note: strong numbers were not always called active
human PMI inhibitors: MPI inhibition at elevated mannose 6-phosphate – biochemical, fluorescence intensity, high mannose 6-phosphate, primary screen (AID 1220). recombinant PMI enzyme, coupled fluorescence intensity; higher % means a stronger effect. inhibition, % at 20 µM, or IC50 in µM where a hit was titrated. hit rate 0.66% among 190,000
human PMI inhibition: inhibitors of human PMI, primary screen, biochemical, fluorescence intensity, coupled assay (AID 1209); hit rate 0.42% among 190,000; inhibition, % at 20 µM; hits with a dose series show IC50 in µM; purified PMI enzyme, coupled fluorescence intensity; higher % means a stronger effect;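 note: plate controls were DMSO vehicle for no effect and wells lacking substrate for full effect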
M1AAP inhibition: P. falciparum M1AAP inhibitors, biochemical, fluorogenic H-Leu-NHMec substrate, 1536-well (AID 1445); recombinant M1AAP, H-Leu-NHMec fluorogenic kinetic assay; higher % means a stronger effect; inhibition, % at 30 µM, or IC50 in µM where a hit was titrated; hit rate 0.42% among 220,000;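 active = primary inhibition above the hit cutoff, then over 50% inhibition at one or more dose response concentrations, cut at about 23% in these data, passing the limit was not always enough; inconclusive = conflicting primary data, or primary hits not chosen for dose response; inactive = low primary inhibition, or under 50% at every dose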;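 note: plate controls were DMSO full reaction for no effect and no enzyme background for full effect; strong numbers were not always called active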
T cell HTS: modulates CD8 T cell binding to vesicles; hit rate 0.068% among 330,000; calls only at 7 µM; 2C CD8+ T cell-vesicle binding, flow cytometry; stronger effect = lower value;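 active = response, share of CD8 T cells binding vesicles, and their 90th percentile fluorescence all below set limits, cut at about 80% in these data, passing the limit was not always enough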
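Read-out – percent CD8+ FL2 mean versus row control · System – murine 2C transgenic CD8+ T lymphocytes · Times – 1.5 h cell–vesicle binding at 37 °C, then 20 min icy labelling · Control set – naked vesicles low, QL9 vesicles with vehicle high · Detection – cytometric PE anti-B7-1 and Alexa647 anti-CD8 signals after 1% paraformaldehyde fixation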
TNAP activation fold: human TNAP enzyme activators, primary screen, biochemical, luminescent, no phosphate acceptor, uHTS (AID 1001); purified TNAP, luminescent activation assay, no phosphate acceptor; higher activation fold means a stronger effect; activation fold at 20 µM, or EC50 in µM where a hit was titrated; hit rate 0.03% among 200,000; in the data active = activation fold from about 3, or a potency from the dose series; inactive = the rest, 99 in 100 with activation fold below about 1.6; note: many of its hits are not listed in these tables
RSV antiviral HEp-2: inhibition of RSV-induced cytopathic effect – HEp-2 cells, primary 10 µM value included (AID 2391) | CPE inhibition, % at 10 µM, or IC50 in µM where a hit was titrated | HEp-2 cells, RSV-induced CPE inhibition; higher % means a stronger effect | hit rate 0.13% among 310,000; in the data active = a potency from the dose series; inconclusive = CPE inhibition mostly from about 23% at the one dose, without a potency; inactive = the rest, 99 in 100 with CPE inhibition below about 21%; note: strong numbers were not always called active
T cell HTS vesicle-bound %: recorded beside T cell HTS, whose call it bears; double positive events, %; measured here: CD8+ vesicle-bound cell fraction;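 binding gate set so that unloaded-vesicle control wells show 10% double positive cells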
* hit, by the source's call; i = inactive; u = inconclusive; x = not tested or not shown; [ ] = remark or other dose. Cut-off read from the data, not from the text of the source, unless noted: active = inhibition above about 50%; inactive = the rest.

SMILES	UTI89 phage lysis	M17LAP inhibition	West Nile antiviral	human PMI inhibitors	human PMI inhibition	M1AAP inhibition	T cell HTS	T cell HTS vesicle-bound %	TNAP activation fold	RSV antiviral HEp-2
O=C(N/N=C/c1cc(Cl)c(O)c(Cl)c1)c1cc2c(ccc3ccccc32)o1	0.9%	x	-0.8%	x	x	x	i	30.3	x	u
O=C(CN1CCN(Cc2ccc(F)cc2Cl)C1=O)NCCCN1CCOCC1	0.2%	19.8%	-0.3%	1.7%	9.3%	6.1%	i	34.3	1	0.4%
Cc1ccc(NC(=O)C2C3C=CC4(O3)C2C(=O)N(CCCN2CCCCC2)C4C(=O)NC2CCCCC2)cc1Cl (stereo not drawn)	0.3%	x	0.4%	x	x	x	i	48.6	x	0.2%
Cc1ccc(NC(=S)NC(NC(=O)N(C)C)C(Cl)(Cl)Cl)cc1 (stereo not drawn)	0.1%	3.7%	-0.7%	-5.6%	-6.6%	1.5%	i	12.6	1.1	0.2%
O=S(=O)(Nc1ncccn1)c1ccc(NC(=S)N2CCN(Cc3ccc(F)cc3Cl)CC2)cc1	-0.1%	x	-0.5%	x	x	x	i	66.5	x	1.0%
COc1ccc(N2C(=O)C(CC(=O)Nc3ccccc3)N(Cc3ccccn3)C2=S)cc1 (stereo not drawn)	1.4%	-9.0%	0.9%	1.9%	3.6%	-5.9%	i	48.4	1.1	4.1%
CCOCCCNC(=S)N1CCCN(c2nc3cc(C)c(C)cc3cc2C#N)CC1	0.1%	-2.7%	-0.1%	-64.7%	-48.8%	-2.4%	i	9.2	1.1	1.0%
CC(C)CNC1=CC(=O)CC(c2ccco2)C1 (stereo not drawn)	-0.3%	-2.1%	-0.1%	49.6%	43.0%	0.5%	i	32.7	1	1.6%
CCN(CC)c1ccc(NC(=O)Cn2nnc(-c3cccc(OC)c3OC)n2)c(C)c1	0.3%	<1µM*	-0.4%	4.8%	5.8%	-2.0%	i	34.8	1.1	4.8%
CCOc1ccccc1CNC(=O)C1CCN(C(=O)c2sccc2-n2cccc2)CC1	0.3%	1.0%	-0.4%	-3.2%	-4.7%	-0.6%	i	58.7	1	1.5%
O=C(/C=C/c1cccs1)NC(=S)NNC(=O)Cc1cccs1	-1.1%	9.5%	-0.1%	-17.0%	-20.0%	-5.6%	i	57.4	1	0.2%
COc1ccc(N(CC(=O)Nc2ccc(F)c(F)c2)S(=O)(=O)c2c(C)n[nH]c2C)cc1	0.4%	x	-0.6%	x	x	x	i	9.2	x	4.9%
CCOC(=O)c1oc2cc(O)c(CC)cc2c(=O)c1-c1cscn1	-0.4%	-4.3%	0.1%	9.0%	4.3%	3.0%	i	45.8	1.1	-1.9%
CCn1c(CNc2ccc(Cl)cc2)nnc1SCCN1CCCCC1	0.6%	10.9%	0.4%	-6.6%	-7.1%	7.0%	i	58.0	1.1	-1.2%
CC(C)OCCCNC(=O)c1cn(C)c2ccc(S(=O)(=O)N(C)C3CCCCC3)cc2c1=O	0.4%	x	-0.2%	x	x	x	i	26.3	x	1.9%
COc1cccc(N(CC(=O)N2CCN(C)CC2)S(=O)(=O)c2ccc(C)cc2)c1	-0.8%	11.1%	0.9%	0.6%	10.5%	7.6%	i	39.5	1.1	1.6%
Clc1ccccc1Cn1nc(-c2ccccc2)nc1-c1ccccc1	3.5%	4.0%	0.0%	11.7%	20.7%	8.4%	i	57.7	1.1	19.1%
CC(C)Oc1ccc(/C=N/NC(=O)c2nnn(-c3nonc3N)c2CN(C)C2CCCCC2)cc1	0.1%	x	1.5%	x	x	x	i	10.5	x	0.7%
CC(=O)Oc1ccc(N2C(=O)C3C(C2=O)C2(C)C=CC3(C)O2)cc1 (stereo not drawn)	x	x	-0.3%	-62.4%	-36.8%	x	i	17.9	1.1	0.1%
O=C(NCCc1ccc(Cl)cc1)C1CCCN1C(=O)Nc1ccc(F)cc1 (stereo not drawn)	-0.7%	x	-1.4%	x	x	x	i	57.7	x	0.7%

Ordered by value in M1AAP inhibition (largest number first): six from the list above
Structure | M1AAP inhibition
COc1cccc(N(CC(=O)N2CCN(C)CC2)S(=O)(=O)c2ccc(C)cc2)c1 | 7.6%
CCn1c(CNc2ccc(Cl)cc2)nnc1SCCN1CCCCC1 | 7.0%
O=C(CN1CCN(Cc2ccc(F)cc2Cl)C1=O)NCCCN1CCOCC1 | 6.1%
CCOc1ccccc1CNC(=O)C1CCN(C(=O)c2sccc2-n2cccc2)CC1 | -0.6%
CCN(CC)c1ccc(NC(=O)Cn2nnc(-c3cccc(OC)c3OC)n2)c(C)c1 | -2.0%
O=C(/C=C/c1cccs1)NC(=S)NNC(=O)Cc1cccs1 | -5.6%

Further compounds.
SMILES	UTI89 phage lysis	M17LAP inhibition	West Nile antiviral	human PMI inhibitors	human PMI inhibition	M1AAP inhibition	T cell HTS	T cell HTS vesicle-bound %	TNAP activation fold	RSV antiviral HEp-2
COc1ccc(NC(=O)C2CC(=O)N(C(C)C)C2)cc1 (stereo not drawn)	0.9%	8.5%	0.1%	-1.0%	-4.6%	-1.7%	i	43.2	1	2.4%
CCOc1ccccc1N1CCN(S(=O)(=O)c2ccc(Cl)s2)CC1	-0.2%	3.9%	1.8%	9.1%	13.0%	2.5%	i	15.2	1	4.0%
COc1cc(/C=N/Nc2nncc3ccccc23)cc(OC)c1OC	0.9%	x	0.3%	x	x	x	i	40.2	x	3.0%
COc1ccc(Cc2nc3ccc(C(=O)N(C)CC4COCCO4)cc3o2)cc1 (stereo not drawn)	0.3%	x	1.1%	x	x	x	i	62.0	x	1.6%
CCCCOCC1CN(c2ccccc2)C(=O)CS1 (stereo not drawn)	-0.1%	3.1%	-0.6%	9.4%	12.7%	-1.6%	i	40.0	1.1	-0.1%
COc1ccc(NC(=O)C2CCCO2)c(OC)c1 (stereo not drawn)	0.2%	x	-0.2%	x	x	x	i	64.3	x	0.5%
C#CC[N+](CC)(CC)CC#Cc1ccccc1	x	-5.8%	-0.1%	x	x	14.1%	i	48.1	x	x
O=S(=O)(NCCSc1ccccn1)c1ccc(Cl)cc1	1.9%[50 µM]	16.1%	-0.5%	6.2%	0.9%	-1.7%	i	23.0	1.1	2.1%
Cc1cc(N2CCN(C(c3ccccc3)c3ccc(Cl)cc3)CC2)n2ncnc2n1 (stereo not drawn)	0.2%	-0.4%	x	-1.9%	2.1%	3.8%	i	35.9	1	5.4%
O=C(CSc1nnc(-c2ccc(Br)cc2)o1)N1CCN(C(=O)c2ccco2)CC1	0.0%	-0.6%	-0.7%	3.0%	3.1%	5.2%	i	16.7	1.1	7.0%
COC(=O)c1cc2c(N)c(C(=O)c3ccccc3)sc2nc1C(OC)OC	-0.8%	-2.8%	1.1%	x	x	3.8%	i	22.4	x	x
O=C(Nc1nc(-c2ccc(F)cc2)cs1)c1cccnc1	-0.3%	6.2%	-0.2%	-12.3%	-13.3%	1.5%	i	42.6	1.1	22.3%
CC(Nc1nc(-c2ccc(F)cc2)cs1)c1nc2cc(Cl)c(Cl)cc2n1CCCO (stereo not drawn)	1.8%	x	u	x	x	x	i	6.2	x	-4.2%
CCOC(=O)CSc1nc2ccccc2c(=O)n1-c1ccc(C)cn1	0.2%	x	-0.5%	x	x	x	i	22.9	x	-0.3%
CCOC(=O)c1ccc(NC(=O)c2ccc(CO)c(C(=O)NC3CCN(C(=O)OCC)CC3)c2)cc1	-0.7%	3.8%	0.7%	6.6%	14.5%	3.8%	i	54.9	1.2	7.0%
CCCN1CCN(C(=O)c2cc(COc3ccc4ncccc4c3)on2)CC1	0.1%	-0.5%	-1.3%	9.1%	5.4%	-3.0%	i	28.2	1.1	1.9%
COc1ccc(-n2c(=S)[nH]c3cc(C(=O)Nc4ccc(F)cc4)ccc3c2=O)c(OC)c1	0.5%	x	-0.3%	x	x	x	i	12.3	x	u
Cc1cc(NC(=O)c2ccc(S(=O)(=O)N(C)C)cc2)no1	-0.1%	-0.9%	-0.1%	7.0%	5.6%	-4.5%	i	31.5	1	0.1%
NNC(=O)COc1ccccc1[N+](=O)[O-]	0.3%	9.6%	-0.3%	4.8%	7.8%	5.0%	i	23.8	1.1	1.3%
Cc1nc2cc(C(=O)O)ccc2n1-c1ccccc1	0.3%	8.7%	0.3%	-0.5%	-0.6%	2.4%	i	47.0	1.1	1.3%

Brought forward from above: two compounds; new compounds follow.
SMILES	UTI89 phage lysis	M17LAP inhibition	West Nile antiviral	human PMI inhibitors	human PMI inhibition	M1AAP inhibition	T cell HTS	T cell HTS vesicle-bound %	TNAP activation fold	RSV antiviral HEp-2
NNC(=O)COc1ccccc1[N+](=O)[O-]	0.3%	9.6%	-0.3%	4.8%	7.8%	5.0%	i	23.8	1.1	1.3%
Cc1nc2cc(C(=O)O)ccc2n1-c1ccccc1	0.3%	8.7%	0.3%	-0.5%	-0.6%	2.4%	i	47.0	1.1	1.3%
CCN1C(=NCc2ccc(OC)cc2)N[C@@H](c2ccccc2)C(C(=O)OC)=C1C	0.7%	x	-0.5%	x	x	x	i	34.7	x	-0.7%
CC1CCCN(CCC(=O)Nc2ccccc2)C1 (stereo not drawn)	-0.2%	4.4%	0.7%	-6.0%	-4.0%	-8.8%	i	51.4	1.1	-1.5%
Cc1ccc(CCNC(=O)C2CCCN(C(=O)c3cc4sccc4n3C)C2)cc1 (stereo not drawn)	3.0%	11.9%	-0.9%	14.2%	16.0%	0.3%	i	23.8	1.2	7.1%
Cc1occc1C(=O)NCc1ccc2c(c1)OCO2	0.2%	-5.2%	0.2%	-0.1%	4.2%	-2.2%	i	15.9	1.1	-0.7%
COc1cc2c(cc1OC)C(c1ccco1)CC(=O)N2 (stereo not drawn)	-2.6%	-15.1%	-0.2%	17.4%	18.8%	-9.3%	i	40.1	1	0.7%
O=C(NCc1ccccc1Cl)C1CCC(CNc2c(N3CCOCC3)c(=O)c2=O)CC1 (stereo not drawn)	0.3%	16.5%	0.2%	x	x	2.4%	i	35.2	x	1.1%
